# Bioassay records from PubChem.
# Pf growth 48h: Primary qHTS for delayed death inhibitors of the malarial parasite plastid, 48 hour incubation | P. falciparum luciferase growth in erythrocytes, 48 h | Potency, µM (titrated, usually from 28.7 µM), for the others: at the highest dose activity change, negative = inhibition, usual class: inhibitors | actives 5.9% (n = 310,000)
#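 Erythrocytes infected with P. falciparum carrying an integrated firefly luciferase reporter (2% hematocrit, 0.1% parasitemia final) were exposed to compounds in RPMI 1640 with 0.5% Albumax at 37 C, 5% CO2. Growth inhibition was scored as reduced luminescence.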
# Pf growth 96h: Primary qHTS for delayed death inhibitors of the malarial parasite plastid, 96 hour incubation; P. falciparum luciferase reporter growth, 96 h; Potency, µM (top dose mostly 28.7 µM), for the others: at the highest dose activity change, negative = inhibition, hits mostly inhibitors; actives 6.9% (n = 320,000); AID 504834, 2011
#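 Luminescence readout: decreased luciferase signal marks inhibited growth of reporter-expressing P. falciparum in infected red cells (2% hematocrit, 0.05% parasitemia final), exposed to compound two generations (96 h, 37 C, 5% CO2).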
# Sm TGR inh: qHTS Assay for the Inhibitors of Schistosoma Mansoni Peroxiredoxins | Schistosoma mansoni thioredoxin glutathione reductase (TGR), Q962Y6 | purified TGR, DTNB reduction, TNB absorbance 405 nm | Potency, µM (doses to about 114 µM), for inactives: top-dose activity change, negative = inhibition, actives largely listed as inhibitors | actives 3% (n = 360,000) | AID 485364, 2010; further: nearly all actives have a fitted effect of over 60% in size
#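 First, TGR (20 nM dispensed) and NADPH were mixed with compound. Second, a 15 min room-temperature incubation followed. Third, further NADPH and then DTNB were added to start the reaction. Finally, TNB absorbance was monitored kinetically.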
# HCV inhibitor: qHTS Assay for Inhibitors of Hepatitis C Virus (HCV). actives 3.4% (n = 340,000). Huh7.5.1 HCVcc-Cre infection, luciferase reporter, 44 h. Potency, µM (series often up to 41.8 µM), for the others: at the top dose activity change, negative = inhibition, hits mostly inhibitors
#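 Infectious HCVcc-Cre (~0.5 moi) was added to cells just after compound, with cells seeded 4 h earlier at 1,000 per well. Luciferase activity after 44 h culture reported infection; substrate was incubated 15 min at room temperature before reading.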
# LmPK inhibitor: qHTS Assay for Inhibitors of Leishmania Mexicana Pyruvate Kinase (LmPK); purified LmPK, Kinase-Glo ATP luminescence, 1 h; actives 0.37% (n = 290,000); Potency, µM (series often up to 57.5 µM), inactives show top-dose activity change, negative = inhibition, usual class: inhibitors; Q27686
# Target sequence (Q27686 whole entry, looked up): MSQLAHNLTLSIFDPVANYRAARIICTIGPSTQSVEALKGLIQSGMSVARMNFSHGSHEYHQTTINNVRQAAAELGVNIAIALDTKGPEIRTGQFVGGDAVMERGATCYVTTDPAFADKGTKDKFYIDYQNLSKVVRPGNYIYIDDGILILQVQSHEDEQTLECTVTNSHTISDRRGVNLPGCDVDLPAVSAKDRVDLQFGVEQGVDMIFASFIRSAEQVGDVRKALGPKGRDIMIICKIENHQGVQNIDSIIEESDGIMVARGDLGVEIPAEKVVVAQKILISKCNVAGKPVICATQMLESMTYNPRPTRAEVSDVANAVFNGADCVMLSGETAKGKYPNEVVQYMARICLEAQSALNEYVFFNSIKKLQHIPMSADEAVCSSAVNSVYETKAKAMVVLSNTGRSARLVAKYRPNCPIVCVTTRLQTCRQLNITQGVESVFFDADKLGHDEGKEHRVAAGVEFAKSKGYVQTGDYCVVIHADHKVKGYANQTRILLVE
#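 Purified LmPK (0.1 nM) converted ADP (0.1 mM) to ATP with PEP (0.5 mM) in imidazole buffer pH 7.2 with KCl and MgCl2, 1 h at room temperature. ATP was read by Kinase-Glo luminescence; data normalized to uninhibited and no-enzyme controls.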
# TbPYK inhibitor: qHTS of Trypanosoma Brucei Inhibitors | Potency, µM (highest dose often 76.8 µM), without a hit: at the highest dose activity, negative = inhibition, hits mostly inhibitors | TbPYK enzyme, Kinase-Glo Plus ATP luminescence, 45 min | pyruvate kinase (Trypanosoma brucei), Q57TT1 | actives 0.12% (n = 410,000) | AID 624173, 2012; further: nearly all actives have a fitted effect of over 50% in size
#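 Assay buffer: 50 mM TEA pH 7.2, 100 mM KCl, 10 mM MgCl2, 0.05% BSA, 0.01% Tween-20. Pyruvate kinase from T. brucei plus substrate met compound, then ADP (130 uM final). Luminescence was read post 45 min RT.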
# * hit, by the source's call; ? = inconclusive; / = not tested or not shown; & = joins results of further samples; [ ] = remark or other dose. The call rests on the fitted dose curve; in most records, active means well fitted curve in the direction sought with a large enough effect; inconclusive means small, poorly fitted or top-dose-only effect, or another doubt; inactive means no such curve, though single readings can be large; an effect the other way counts as inactive or inconclusive. On the % scale 0 is the no-effect control and ±100 the full control effect; potency means the concentration at half of the fitted maximal effect.
# The first 2 entries, to show the layout:
SMILES,Pf growth 48h,Pf growth 96h,Sm TGR inh,HCV inhibitor,LmPK inhibitor,TbPYK inhibitor
COc1ccc(C(C#N)N2N=C(C)CC2c2ccccc2)cc1OC (stereo unspecified),5%,-2%,?,11%,3%,3%
COCCCn1c(=O)c2ccccc2n(CC(=O)NC2CCCCC2)c1=O,?,12%,-4%,11%,4%,1%

# This part in full, from the first entry:
SMILES,Pf growth 48h,Pf growth 96h,Sm TGR inh,HCV inhibitor,LmPK inhibitor,TbPYK inhibitor
COc1ccc(C(C#N)N2N=C(C)CC2c2ccccc2)cc1OC (stereo unspecified),5%,-2%,?,11%,3%,3%
COCCCn1c(=O)c2ccccc2n(CC(=O)NC2CCCCC2)c1=O,?,12%,-4%,11%,4%,1%
Cc1cccc(NC(=O)c2ccccn2)c1C,82%[activator],121%[activator],-9%,6%,?,7%
Cc1ccc(NC(=O)CCc2nnc3ccc(N4CCN(C)CC4)nn23)cc1F,-2%,?,9%,-1%,2%,3%
COc1cccc(NC(=O)c2cccc(Cl)c2)c1,94%[activator],163%[activator],7%,-19%,/,-5%
COc1ccccc1CNC(=O)c1cc(C(C)C)nc2ccccc12,?,?,-7%,?,1%,0%
COCCNC(=O)CCCn1c(=O)c2cc(OC)c(OC)cc2n(CC(=O)c2ccccc2)c1=O,5%,-17%,0%,-1%,0%,-2%
C#CC1(O)CC(C)NCC1(C)CCC#N (stereo unspecified),11%,5%,-3%,12%,1%,-3%
Cc1[nH]c2ccccc2c1-c1csc(NC(=O)CSCC(=O)O)n1,0%,10%,-33%,-8%,-2%,3%
C[C@H](NCCc1ccc(O)cc1)[C@@H](O)c1ccc(O)cc1,-6%,-12%,/,/,/,2%
CCN(CC(=O)NCc1cccs1)C(=O)c1cccc(S(=O)(=O)Nc2ccc(OC)cc2)c1,?,-3%,0%,?,/,-10%
Cc1ccc(-n2c(SCc3ccc(C#N)cc3)nnc2-c2ccccn2)cc1,?,10µM*,-7%,-6%,6%,-9%
Cc1cccc(-c2nc3cc(NC(=O)C4CCCO4)ccc3o2)c1 (stereo unspecified),123%[activator],-1%,-4%,-21%,?,?
COc1ccc2nc(NC(=O)Cn3cnc4ccccc4c3=O)sc2c1,35%[activator],50%[activator],8%,17%,-1%,-4%
CN(c1ccccc1)S(=O)(=O)c1ccc2ccccc2c1,13%,-27%,9%,?,1%,4%
CCN(CC)C(=O)c1sc(NC(=O)c2cccc([N+](=O)[O-])c2)c(C#N)c1C,22%,1%,16%,?,-2%,-4%
CC(C)(C)OC(=O)N1CCC(c2c(C(=O)NC3CC3)cnn2-c2ccc(Cl)cc2)CC1,?,24%,-28%,13%,14%,0%
O=C(c1ccccc1)N1N=C(c2ccccc2O)CC1c1ccccc1 (stereo unspecified),5.9µM*,?,12%,-11%,-4%,-8%
O=C(NCCN1CCOCC1)c1sc2cc(Cl)ccc2c1Cl,51%[activator],14%,0%,?,1%,3%
CCN1C(C)=C(C)S/C1=C1\SC(=S)N(C2CCCCC2)C1=O,17%,35%[activator],-1%,-1%,0%,-2%
CCCCOn1c(C)c(C(=O)OCC)c2c3no[n+]([O-])c3ccc21,?,69%[activator],-7%,?,-1%,-7%
O=C1CCCN1c1ccc(S(=O)(=O)NCCOc2ccccc2)cc1,-27%,?,-16%,-23%,1%,-2%
O=C(CCNS(=O)(=O)c1ccc(Cl)cc1)N1CCCC1,16%,18%,1%,-3%,-5%,2%
O=C(Nc1ccc2c(c1)OCCO2)c1cc(-c2ccccn2)nc2ccc(Br)cc12,32%[activator],?,/,-29%,0%,3%
CC(=O)c1sc(NC(=O)CN2C(=O)C3CC=CCC3C2=O)nc1-c1ccccc1 (stereo unspecified),23%,30%[activator],2%,4%,/,3%
COc1ccc(-c2noc(N3CCC(C(=O)Nc4ccccc4F)CC3)n2)cc1,-17%,16%,11%,-1%,-1%,0%
CCn1ncc(Br)c1C(=O)Nc1cc(C)ccc1F,25%,/,-30%,?,-6%,3%
CC(C)Nc1oc(-c2cccc3ccccc23)nc1C#N,?,-24%,-3%,?,-1%,-3%
COc1ccccc1NC(=O)CN(C)S(=O)(=O)c1ccc2c(c1)CCC(=O)N2,/,?,-34%,-11%,5%,-1%
CCOc1ccccc1N1CCN(C(=O)COc2ccc3c(C)cc(=O)oc3c2)CC1,22%,?,0%,?,5%,-1%

# Whole records from above.
# `O=C(NCCN1CCOCC1)c1sc2cc(Cl)ccc2c1Cl` in the list: Pf growth 48h: 51%[activator]; Pf growth 96h: 14%; Sm TGR inh: 0%; HCV inhibitor: ?; LmPK inhibitor: 1%; TbPYK inhibitor: 3%
# `CC(C)(C)OC(=O)N1CCC(c2c(C(=O)NC3CC3)cnn2-c2ccc(Cl)cc2)CC1` in the list: Pf growth 48h: ?; Pf growth 96h: 24%; Sm TGR inh: -28%; HCV inhibitor: 13%; LmPK inhibitor: 14%; TbPYK inhibitor: 0%
# `O=C1CCCN1c1ccc(S(=O)(=O)NCCOc2ccccc2)cc1` in the list: Pf growth 48h: -27%; Pf growth 96h: ?; Sm TGR inh: -16%; HCV inhibitor: -23%; LmPK inhibitor: 1%; TbPYK inhibitor: -2%

# The list continues.
SMILES,Pf growth 48h,Pf growth 96h,Sm TGR inh,HCV inhibitor,LmPK inhibitor,TbPYK inhibitor
COc1ccc2nc(SCC(=O)NC3CCCCC3)[nH]c2c1,0%,5%,2%,-8%,6%,-5%
CC(=O)N1CCN(c2ccccc2NC(=O)c2ccc(C#N)cc2F)CC1,-3%,-20%,7%,9%,-6%,-7%
COc1ccc(S(=O)(=O)N2CCN(C(=O)CN3C(=O)NC(C)(c4ccc5ccccc5c4)C3=O)CC2)cc1 (stereo unspecified),?,?,2%,?,/,-16%
O=C(NNC(=O)c1ccccc1OCc1ccccc1)c1ccccc1O,?,?,-23%,?,-11%,4%
COCC(=O)N(Cc1cc2ccccc2[nH]c1=O)c1ccc(OC)cc1,10%,-1%,-15%,5%,2%,-4%
Cc1c(NC(=O)Nc2cccs2)cccc1[N+](=O)[O-],0%,-26%,-20%,?,2%,11%
CN(C)CCCNS(=O)(=O)c1cc(Cl)ccc1Cl,0%,-25%,8%,-6%,-6%,1%
CCOC(=O)c1ccccc1NC(=O)c1ccccc1N(C)S(C)(=O)=O,-5%,-30%,?,-13%,4%,5%
O=C(CC(=O)c1c(F)cccc1Cl)c1ccccc1O,12µM*,?,-19%,23%,1%,1%
O=C(O)COc1ccccc1Cc1ccccc1,7%,-1%,7%,6%,1%,0%
Cc1ccc(S(=O)(=O)N2CCC[C@H]2C(=O)OCCN2C(=O)c3ccccc3C2=O)cc1,19%,12%,5%,11%,/,1%
Cc1ccc(S(=O)(=O)N2CCCC2C(=O)Oc2ccccc2)cc1 (stereo unspecified),13%,?,5%,5%,-3%,10%
O=C(Cn1c(NCCO)nc2ccccc21)c1ccc(Cl)cc1,-2%,4%,-14%,15%,5%,-2%
COc1ccccc1C(=O)Nc1cccc(C(=O)c2ccccc2)c1,-11%,44%[activator],-19%,2%,8%,-3%
COc1ccc(C(=O)CSc2n[nH]c(-c3ccco3)n2)cc1,8%,1.2µM*,-29%,-3%,-1%,-5%
O=C(Nc1ccc(-c2csc(Nc3ccccc3)n2)cc1)c1cc([N+](=O)[O-])cc(C(F)(F)F)c1,0.59µM*,0.47µM*,4%,?,3%,1%
Cc1ccccc1N1CCN(C2CCCN(C(=O)c3ccccn3)C2)CC1 (stereo unspecified),-16%,?,-2%,?,-8%,8%
CCCCN(C(=O)c1ccc2c(c1)OCO2)c1c(N)n(CC(C)C)c(=O)[nH]c1=O,8%,-7%,-2%,-3%,/,-7%
O=C(Nc1nc2cc3c(cc2s1)OCCO3)C1CCCCC1,-35%,-10%,1%,?,/,-9%
O=C1C(=O)N(CCN2CCOCC2)C(c2ccccc2F)/C1=C(\O)c1ccc(S(=O)(=O)N2CCOCC2)cc1 (stereo unspecified),27%,-27%,-1%,18%,-9%,8%
O=C(c1cc([N+](=O)[O-])ccc1N1CCOCC1)N1CCCC1,11%,35%[activator],-6%,16%,-2%,-5%
CCOC(=O)c1c(-c2ccccc2)[nH]c2ccc(O)cc12,-6%,/,4%,11µM*,-12%,-8%
CC1CCN(C(=O)CCc2nnc3ccc(N4CCC5(CC4)OCCO5)nn23)CC1,-3%,10%,4%,16%,0%,5%
CCc1cccc(C)c1NC(=O)Nc1ccc2c(c1)OCO2,15%,57%[activator],10%,31%[activator],1%,-2%
COc1ccc(OC)c(NC(=O)C2CCN(C(=O)c3cccs3)CC2)c1,-5%,36%[activator],/,5%,2%,-9%
CCSc1nnc(NC(=O)CCNS(=O)(=O)c2cc(Br)cnc2N)s1,?,9.3µM*,-20%,18%,-4%,-8%
CCCCNC(=O)c1cc2c(-c3ccc(Cl)cc3)nn(C)c2s1,/,?,9%,-17%,3%,6%
Cn1[nH]c(C(F)(F)F)c(C=Nc2ccc(Cl)cc2)c1=O,1%,19%,-4%,-9%,14%,-4%
Cc1cc(C)c(C)c(OCC(=O)NCc2nc(-c3ccccc3)no2)c1,-5%,/,6%,-1%,0%,-7%
COc1cccc(CN2CC(C(=O)N3CCN(c4ccc(Cl)cc4)CC3)CCC2=O)c1 (stereo unspecified),?,?,-20%,?,-1%,2%
CCn1c(CC(=O)Nc2ccccc2)nnc1SCC(=O)N1CCOCC1,9%,8%,-2%,14%,1%,0%
CCC(C)(C)NC(=O)Cc1ccc(C)cc1,/,5%,-3%,5%,1%,5%
COc1ccc(NC(=O)c2cccs2)c([N+](=O)[O-])c1,124%[activator],40%[activator],-29%,-5%,-6%,-6%
CCCCCCCOc1ccc(C(=O)Nc2cccnc2)cc1,39%[activator],2%,-1%,?,3%,-11%
CSC1=NCCN1C(=O)c1c(-c2ccccc2Cl)noc1C,/,-18%,0%,3%,11%,1%
CC(=O)Nc1ccc(CN2CCN(c3cccc(C(F)(F)F)c3)CC2)cc1,/,48%[activator],-5%,22%,4%,31%[activator]
CC(C)CC(NC(N)=O)C(=O)Nc1ccc(Oc2ccccc2)cc1 (stereo unspecified),3%,?,-5%,-15%,16%,4%
CC(NC(=O)CC1SC(N)=NC1=O)c1ccccc1 (stereo unspecified),14%,19%,/,12%,1%,2%
CNC(=O)COc1cccc(C(=O)NCc2ccccc2)c1,7%,-16%,3%,1%,0%,-1%
CC(C)Sc1nc2c(cnn2-c2ccccc2)c(=O)[nH]1,2%,40%[activator],3%,-26%,-2%,2%
CN1CCN(C(=O)C2=C[C@@H](C3CCCCC3)C[C@@H](OCCCCO)O2)CC1,-20%,19%,?,8%[8.37 µM],0%,-5%
CCCc1cc(=O)n2[nH]c(C)c(-c3ccc(OC)cc3)c2n1,55%[activator],?,5%,8%,-2%,-2%
CCC(C(=O)NC(C)(C)C)N(C(=O)c1ccc(Cl)nc1)C1CCCC1 (stereo unspecified),14%,17%,-1%,-3%,6%,0%
CCc1cccc(NC(=O)Nc2cccs2)c1,?,?,0%,?,-1%,-13%
COCCn1c(=N)c(C(=O)NCc2ccco2)cc2c(=O)n3cc(C)ccc3nc21,?,14%,-18%[57.1 µM],0%,-5%,-1%&-1%
CC1=C(C(=O)OCC2CCCO2)C(c2coc3ccccc3c2=O)C2=C(CC(C)(C)CC2=O)N1 (stereo unspecified),?,-21%,7%,21%,2%,-8%
